Screening results from PubChem.
PfHsp90 yeast 2 – growth inhibition of PfHsp90-expressing yeast, primary screen, antimalarial PfHsp90 inhibitor project, S. cerevisiae, BacTiter-Glo luminescence, single point, set 2 | inhibition, % at 9.4 µM | AID 504621, 2011 | hit rate 0.32% among 310,000 | BacTiter-Glo ATP, 48 h; yeast lacking PDR1 and PDR3 efflux regulators;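 active = every replicate shows inhibition above about 80%, whatever the replicate mean, limit read from the data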;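 note: 0% = DMSO neutral controls and 100% = 20 µM radicicol positive controls; yeast relying on Plasmodium falciparum Hsp90 in place of its own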
MITF act – activators of MITF-driven TRPM1 promoter reporter, primary screen, cell-based, SK-MEL-5, luciferase, single point; SK-MEL-5 TRPM1-promoter luciferase, 24 h; % of positive control, neutral wells = 0; activation, % at 12.5 µM; hit rate 0.75% among 300,000; AID 588334, 2011;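 active = mean activation of at least 80% with every replicate also reaching 80%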;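 note: 0% = neutral control wells and 100% = parthenolide positive control wells; values of inactives mirror those of a sister screen read the other way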
SR-BI uptake up – activators of SR-BI mediated DiI-HDL uptake, primary screen, ldlA[mSR-BI] CHO cells, DiI fluorescence; activation, % at 12.5 µM; AID 504775, 2011; hit rate 0.096% among 320,000; 3 h; 100 = double the neutral-control signal;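 active = mean replicate activation of at least 60% and every replicate at or above 60%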;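 note: 0% = median plate neutral-control signal and 100% = twice that signal; values of inactives mirror those of a sister screen read the other way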
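Assay system: CHO ldlA[mSR-BI] cells, LDL receptor-null, SR-BI overexpressing; medium: Ham's F12 with 0.5% BSA, HEPES 25 mM, pH 7.4; also added: DiI-HDL 10 µg/mL; timing: 3 h uptake period with compound, 37 °C; signal: DiI fluorescence, bottom read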
NSD2 inh – NSD2 histone methyltransferase inhibitors, primary screen, biochemical, AlphaScreen, single concentration, set 2 | Histone-lysine N-methyltransferase NSD2 (Homo sapiens), O96028 | NSD2 peptide methylation, 120 min | inhibition, % at 12.5 µM | hit rate 0.54% among 310,000 | AID 743445, 2014; in the data active = inhibition above about 50%
dFosB act – activators of delta FosB homodimer, primary screen, biochemical, fluorescence polarization, TAMRA-CDK5 oligo, single point. Protein FosB (Mus musculus), P13346. purified delta FosB; percent of positive-control signal above neutral wells. activation, % at 25 µM. hit rate 0.99% among 340,000. AID 493131, 2011;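 active = mean activation above about 17%, with every replicate also reaching it, limit read from the data, passing the limit was not always enough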;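 note: fluorescence polarization rise as delta FosB binds a TAMRA Cdk5 AP-1 oligo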
PvdQ inh – P. aeruginosa PvdQ acylase inhibitors, primary screen, biochemical, fluorescence, plate reader and imaging, single point; AID 488965, 2010; purified PvdQ acylase; PvdQ acylase [Pseudomonas aeruginosa LESB58]; hit rate 0.063% among 340,000; inhibition, % at 10 µM; in the data active = inhibition above about 30%, passing the limit was not always enough;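 note: 0% = vehicle neutral wells and 100% = reference inhibitor wells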
SR-BI HDL uptake – inhibitors of SR-BI mediated HDL lipid uptake, primary screen, ldlA[mSR-BI] cells, fluorescence, single point; hit rate 0.96% among 320,000; inhibition, % at 12.5 µM; ldlA[mSR-BI] CHO cells, DiI-HDL uptake fluorescence, 3 h; Scavenger receptor class B member 1 (Mus musculus), Q61009; AID 488896, 2010;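 active = mean replicate inhibition of at least 70% and a set share of replicates each scoring 70 or more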;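 note: 0% = median of neutral control wells and 100% = median of positive control wells; values of inactives mirror those of a sister screen read the other way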
Target sequence (Q61009 whole entry, looked up): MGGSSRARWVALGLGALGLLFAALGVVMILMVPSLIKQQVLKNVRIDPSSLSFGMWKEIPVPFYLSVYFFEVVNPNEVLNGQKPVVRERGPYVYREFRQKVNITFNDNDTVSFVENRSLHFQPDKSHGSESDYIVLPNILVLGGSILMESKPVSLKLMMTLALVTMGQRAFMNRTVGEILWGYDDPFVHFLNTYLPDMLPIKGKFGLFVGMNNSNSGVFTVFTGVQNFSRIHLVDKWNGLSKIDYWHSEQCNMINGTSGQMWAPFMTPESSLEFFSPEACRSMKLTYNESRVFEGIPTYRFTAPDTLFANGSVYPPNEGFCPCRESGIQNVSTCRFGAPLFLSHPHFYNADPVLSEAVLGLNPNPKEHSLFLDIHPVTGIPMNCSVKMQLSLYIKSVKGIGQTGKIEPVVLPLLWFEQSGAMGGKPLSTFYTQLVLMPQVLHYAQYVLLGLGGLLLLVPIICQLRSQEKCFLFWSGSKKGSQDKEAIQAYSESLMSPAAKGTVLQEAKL
CAL PDZ FP-1 – untagged CAL PDZ binding inhibitors, primary screen, biochemical, fluorescence polarization, HTS. purified CAL PDZ, TMR-peptide fluorescence polarization, 1 h. Golgi-associated PDZ and coiled-coil motif-containing protein (Homo sapiens), Q9HD26. hit rate 0.92% among 300,000. AID 602252, 2012. inhibition, % at 24.9 µM;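 active = mean inhibition of at least 30% with at least half of replicates also reaching 30%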;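 note: 0% = DMSO neutral control and 100% = excess unlabeled competitor peptide PRC23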
CAL PDZ FP-2 – CAL PDZ peptide-binding inhibitors, primary screen, biochemical, fluorescence polarization, Cer-tagged CAL PDZ, HTS | Golgi-associated PDZ and coiled-coil motif-containing protein (Homo sapiens), Q9HD26 | purified CAL PDZ, TMR-peptide fluorescence polarization, 1 h | inhibition, % at 20 µM | hit rate 0.02% among 330,000 | AID 504414, 2011;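 active = highest replicate inhibition of at least 40%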;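 note: plate controls were DMSO neutral control wells for no effect and unlabeled competitor peptide control wells for full effect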
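System: tagged CAL PDZ domain. Schedule: 1 h room-temperature incubation prior to read. Signal: fluorescence polarization (mP). Measure: percent inhibition from loss of millipolarization.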
Rtt109 Vps75 – inhibitors of C. albicans Rtt109/Vps75 HAT, primary screen, biochemical, ThioGlo CoA-SH fluorescence, plate reader; Histone acetyltransferase RTT109 (Candida albicans (strain SC5314 / ATCC MYA-2876)), …; purified Rtt109/Vps75, 4 h; inhibition, % at 34.9 µM; AID 540336, 2011; hit rate 0.16% among 330,000;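 active = inhibition of at least 50% in every replicate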
Target sequence (Q5AAJ8 whole entry, looked up): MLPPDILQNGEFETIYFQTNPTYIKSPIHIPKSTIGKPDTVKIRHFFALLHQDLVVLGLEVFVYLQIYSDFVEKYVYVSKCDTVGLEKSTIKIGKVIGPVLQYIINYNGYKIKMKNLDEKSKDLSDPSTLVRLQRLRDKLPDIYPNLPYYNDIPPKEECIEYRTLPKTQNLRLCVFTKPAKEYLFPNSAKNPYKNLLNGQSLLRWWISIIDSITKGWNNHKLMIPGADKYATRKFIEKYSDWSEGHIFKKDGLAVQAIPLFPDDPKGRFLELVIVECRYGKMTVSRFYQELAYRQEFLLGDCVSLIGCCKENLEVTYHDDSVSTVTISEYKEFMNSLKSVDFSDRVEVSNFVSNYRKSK
The depositor's hits bear a star; . = no result given.

# | SMILES | PfHsp90 yeast 2 | MITF act | SR-BI uptake up | NSD2 inh | dFosB act
1 | COCCN(C(=S)Nc1cc(C)cc(C)c1)C(C)c1cccnc1 (configuration not stated) | 53 | -4 | 24 | -2 | -5
2 | Cc1ccc(C(=O)NC(=S)N(C)C2CCCCC2)cc1 | 45 | 67 | . | 1 | -4
3 | CCOc1ccc(-n2c(=O)[nH]c3sc4c(c3c2=O)CCCC4)cc1 | -3 | 1 | . | 0 | -2
4 | Cc1ccc(C2CC(=O)Oc3cc(O)ccc32)cc1 (configuration not stated) | 0 | 1 | 39 | . | -167
5 | CCn1c(=O)c([N+](=O)[O-])c(NCC2CCCO2)c2ccccc21 (configuration not stated) | -6 | . | 6 | -1 | -1
6 | Cc1cc(C(=O)Nc2c(C)nn(Cc3ccc(Cl)cc3)c2C)no1 | -13 | -2 | . | -1 | 0
7 | COC(=O)C1=C(N)OC2=C(C(=O)CC(C)(C)C2)C1c1ccccc1OC (configuration not stated) | . | -2 | 29 | -7 | 6
8 | CCCCCOc1ccc(C(=O)CCC(=O)Nc2ccc(NC(C)=O)cc2)cc1 | 14 | 1 | 16 | -4 | -10
9 | C=CCNC(=O)COC(=O)/C=C/c1cccs1 | 6 | -2 | 1 | 0 | 0
10 | CC1CCCCN1C(=O)/C=C/c1ccccc1[N+](=O)[O-] (configuration not stated) | -16 | -12 | -8 | 1 | 3

# | PvdQ inh | SR-BI HDL uptake | CAL PDZ FP-1 | CAL PDZ FP-2 | Rtt109 Vps75
1 | -13 | -24 | 2 | -3.4 | -3
2 | -13 | -3 | -3 | -1.8 | 5
3 | -9 | . | 3 | 0.0 | 6
4 | -13 | -39 | -2 | -0.9 | 5
5 | -20 | -6 | -9 | 1.0 | -7
6 | -9 | . | -2 | -1.8 | 0
7 | 5 | -29 | -1 | -2.0 | -1
8 | 2 | -16 | -4 | -0.5 | -6
9 | -15 | -1 | 6 | -0.5 | -2
10 | -8 | 8 | 1 | -1.4 | .

Quoted at random: four entries already listed, in no set order.
# | SMILES | PfHsp90 yeast 2 | MITF act | SR-BI uptake up | NSD2 inh | dFosB act
10 | CC1CCCCN1C(=O)/C=C/c1ccccc1[N+](=O)[O-] (configuration not stated) | -16 | -12 | -8 | 1 | 3
7 | COC(=O)C1=C(N)OC2=C(C(=O)CC(C)(C)C2)C1c1ccccc1OC (configuration not stated) | . | -2 | 29 | -7 | 6
3 | CCOc1ccc(-n2c(=O)[nH]c3sc4c(c3c2=O)CCCC4)cc1 | -3 | 1 | . | 0 | -2
9 | C=CCNC(=O)COC(=O)/C=C/c1cccs1 | 6 | -2 | 1 | 0 | 0

# | PvdQ inh | SR-BI HDL uptake | CAL PDZ FP-1 | CAL PDZ FP-2 | Rtt109 Vps75
10 | -8 | 8 | 1 | -1.4 | .
7 | 5 | -29 | -1 | -2.0 | -1
3 | -9 | . | 3 | 0.0 | 6
9 | -15 | -1 | 6 | -0.5 | -2

More results follow.
# | SMILES | PfHsp90 yeast 2 | MITF act | SR-BI uptake up | NSD2 inh | dFosB act
11 | CCN(CC)N=Nc1cccc(NC(C)=O)c1 | 1 | 17 | 23 | 1 | 0
12 | CCCNC(=O)c1ccccc1NC(=O)c1ccc2c(=O)n3c(nc2c1)CCC3 | 8 | 0 | -3 | -3 | -13
13 | CCOC(=O)C1=C(CSc2nc(C)cc(C)c2C#N)OC(N)=C(C#N)C1c1ccccc1 (configuration not stated) | -7 | 2 | 11 | 0 | 10
14 | COc1ccc(C(=O)O/N=C/c2ccc(S(=O)c3ccc(Cl)cc3)nc2)cc1 (configuration not stated) | -14 | -14 | -4 | 1 | 5
15 | COc1cccc(-n2nnnc2SCC(=O)Nc2ccc(C(C)=O)cc2)c1 | -26 | 5 | -20 | 1 | 8
16 | CCN(Cc1cc2cc(OC)ccc2[nH]c1=O)C(=O)c1ccncc1 | 3 | -1 | 11 | -4 | 2
17 | CCOC(=O)c1cc(S(=O)(=O)N2CCc3ccccc32)cn1C | 20 | -23 | -8 | -4 | -11
18 | O=C(NCC1CC1)c1onc(CSc2ccc(F)c(F)c2)c1C(=O)NCC1CC1 | 10 | -1 | -2 | . | -9
19 | CCCn1c(SCC(=O)Nc2cccc(C(=O)OC)c2)nnc1-c1cccnc1 | 6 | 9 | -7 | 1 | -4
20 | Cc1cc(C(=O)Nc2ccc(F)cc2C)cs1 | -12 | 25 | -18 | -3 | -4

# | PvdQ inh | SR-BI HDL uptake | CAL PDZ FP-1 | CAL PDZ FP-2 | Rtt109 Vps75
11 | -5 | -23 | -2 | -2.0 | 0
12 | 6 | 3 | . | -0.2 | 1
13 | -8 | -11 | -4 | -1.5 | -1
14 | -10 | 4 | -12 | -0.8 | 7
15 | -13 | 20 | -1 | -0.8 | -2
16 | 12 | -11 | -2 | -3.1 | 24
17 | -10 | 8 | -8 | -1.2 | -7
18 | -13 | 2 | -5 | -0.9 | 1
19 | -5 | 7 | -2 | -2.5 | -1
20 | -8 | 18 | -2 | -0.9 | -1

Further entries.
# | SMILES | PfHsp90 yeast 2 | MITF act | SR-BI uptake up | NSD2 inh | dFosB act
21 | Cc1cccc2sc(NC(=O)c3ccc(OCC4CCCO4)cc3)nc12 (configuration not stated) | -5 | 16 | -69 | -3 | -9
22 | COC(=O)c1cc(C(=O)c2ccc(Cl)cc2)n2c(=O)/c(=C\N(C)C)sc12 | -15 | 5 | -64 | -1 | -11
23 | Cc1occc1-c1nnc(SCC(=O)Nc2ccccc2)n1C(C)c1ccccc1 (configuration not stated) | 16 | 1 | -14 | 5 | -9
24 | C/C(=N\NC(=O)c1ccc(Cl)cc1)c1ccc(Br)s1 | -20 | 25 | -13 | -1 | -5
25 | COc1ccc2cc(CCNC(=O)CCc3ccccc3)c(=O)[nH]c2c1 | 15 | -6 | -3 | 1 | -2
26 | O=C(COC(=O)Cn1cnc2ccccc2c1=O)Nc1ccccc1OC(F)F | -2 | 1 | 18 | . | 0
27 | COc1cccc(-c2nn(-c3ccccc3)cc2C(=O)NCC(=O)O)c1 | -10 | . | 14 | 1 | 1
28 | Cc1ccc(/C=N/n2c(-c3ccco3)n[nH]c2=S)s1 | -3 | 0 | 43 | 8 | -5
29 | CC(=O)NC(c1ccccc1)c1cccnc1 (configuration not stated) | . | -2 | 6 | 3 | 4
30 | CCOc1ccc(NC(=O)c2ccco2)cc1 | . | 36 | 0 | 2 | -5

# | PvdQ inh | SR-BI HDL uptake | CAL PDZ FP-1 | CAL PDZ FP-2 | Rtt109 Vps75
21 | -14 | 69 | -9 | -1.1 | -6
22 | 7 | 64 | -3 | -1.4 | -5
23 | -4 | 14 | -3 | -0.4 | 6
24 | -6 | 13 | -3 | -2.3 | -4
25 | 1 | 3 | -6 | -2.3 | 6
26 | 1 | -18 | 4 | 0.2 | -6
27 | 5 | -14 | . | 0.0 | 0
28 | -6 | -43 | 3 | 0.1 | -19
29 | -1 | -6 | . | -0.6 | -11
30 | 14 | 0 | . | -2.4 | -1

Going on with the list.
# | SMILES | PfHsp90 yeast 2 | MITF act | SR-BI uptake up | NSD2 inh | dFosB act
31 | CN(C)C(=O)N1CCN(C(=O)c2ccco2)CC1 | -8 | -3 | 13 | . | 0
32 | O=C(CSc1oc(-c2ccco2)nc1S(=O)(=O)c1ccc(F)cc1)NCC1CCCO1 (configuration not stated) | 25 | 0 | -5 | -2 | -18
33 | COC(=O)c1ccccc1NC(=O)C(C)NS(=O)(=O)c1ccc(OC)cc1 (configuration not stated) | 12 | . | -2 | 0 | -4
34 | CC(=O)Nc1ccc(C(=O)NNC(=O)c2cc([N+](=O)[O-])cc([N+](=O)[O-])c2)cc1 | 9 | 3 | -1 | 2 | -1
35 | Nn1c(SCc2nc3ccccc3[nH]2)nnc1C1CCCCC1 | 6 | . | -6 | 0 | -9
36 | C=CCNC(=S)N1CC2(C)CN(C(=S)NCC=C)CC(C)(C1)C2=O | 8 | 12 | -5 | -1 | -3
37 | COc1ccc(C(CC(=O)NCc2ccccc2)C(C)C)cc1 (configuration not stated) | 15 | . | 13 | -2 | -3
38 | Cn1c(=O)c2c(nc(NCCCO)n2Cc2cccc(Br)c2)n(C)c1=O | 7 | -6 | -6 | 0 | 0
39 | Cc1noc(C)c1NC(=O)N(C)C[C@H]1Oc2c(NC(=O)Nc3ccc4c(c3)OCO4)cccc2C(=O)N([C@H](C)CO)C[C@@H]1C | 2 | -8 | 13 | . | 6
40 | c1cncc(-c2nc(NCc3cccs3)c3ccccc3n2)c1 | 4 | -3 | -28 | 2 | -25
41 | Cc1ccc([C@@H]2C[C@H]3CN(Cc4cccc(Cl)c4)C(=O)[C@]34CCCN24)o1 | -21 | 10 | . | -1 | -4
42 | COc1cccc(CNC(=O)Cc2ccc(-c3ccccc3)cc2)c1 | 2 | 10 | -5 | -5 | -2
43 | O=C(N/N=C1\C(=O)c2cccc3cccc1c23)c1ccc(O)cc1 | -28 | 38 | -19 | 3 | -11

# | PvdQ inh | SR-BI HDL uptake | CAL PDZ FP-1 | CAL PDZ FP-2 | Rtt109 Vps75
31 | -14 | -13 | . | 0.2 | -13
32 | -6 | 5 | -1 | -1.9 | -1
33 | -1 | 2 | -2 | -1.5 | 13
34 | -1 | 1 | -4 | -3.1 | -5
35 | -7 | 6 | -2 | -0.4 | 4
36 | 1 | 5 | 0 | -0.3 | -3
37 | -12 | -13 | . | -0.6 | 8
38 | -12 | 6 | 0 | -0.5 | 1
39 | 6 | -13 | 1 | -0.5 | -6
40 | -10 | 28 | -6 | -9.3 | -6
41 | -12 | . | -4 | -1.2 | -11
42 | -17 | 5 | -3 | -2.4 | -2
43 | -14 | 19 | -2 | 0.2 | 1

As entered above.
Reading for C=CCNC(=S)N1CC2(C)CN(C(=S)NCC=C)CC(C)(C1)C2=O under NSD2 inh: -1
Reading for COc1cccc(CNC(=O)Cc2ccc(-c3ccccc3)cc2)c1 under PvdQ inh: -17
